# Bioassay records: PubChem BioAssay, several laboratories
# Arrestin-AP2 inh = human beta-arrestin and AP2 interaction inhibition; 340,000 compounds, 0.31% hits; AID 504490; inhibition, % at 10 µM; FITC-arrestin peptide / GST-AP2 beads, flow cytometry; AP2 beta2 appendage carries R879A mutation;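 active means inhibition above a set limit, near 3 SD of compounds lacking own fluorescence, cut at about 54% in these data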;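 further: plate controls were DMSO wells for no effect and 5 µM unlabelled arrestin peptide for full effect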
#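 System: GST-AP2 R879A glutathione beads. Medium: PBS with 0.05% Tween 20 and 0.1% BSA. Also added: FITC-arrestin peptide, 50 nM. Incubation: 12 min plus 1 h, RT. Measured by: high-throughput flow cytometry of beads, ex 488, em 535 nm. Evaluation: percent drop in bead-associated FITC signal.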
# MOR-DOR inv ag = inverse agonist of human OPRM1-OPRD1 heterodimerization. inhibition, % at 9.3 µM. cell-based MOR-DOR heterodimer luminescence, inverse agonism. 340,000 compounds, 0.21% hits; in the data active means inhibition above about 22%, passing the limit was not always enough;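 further: 0% = cells with DMSO and 100% = wells without cells with DMSO; values of inactives mirror those of a sister screen read the other way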
# PKA-R1A activ = activates the PKA-R1A holoenzyme complex | activation, % at 11.4 µM | PKA-R1A dissociation, Cy5-IP20 fluorescence polarization; scaled: DMSO 0%, 113 µM cGMP 100% | 340,000 compounds, 0.083% hits | P00514+P68181;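 active means percent activation above the mean of all tested compounds plus 3 SD, cut at about 19% in these data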;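 further: higher means more PKAc released from R1A so a rise in polarization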
# PfHsp90 set2 = inhibits growth of yeast expressing Plasmodium falciparum Hsp90. S. cerevisiae expressing PfHsp90, BacTiter-Glo ATP, 48 h; yeast lacking PDR1 and PDR3 efflux regulators. inhibition, % at 9.4 µM. 310,000 compounds, 0.32% hits;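 active means every replicate shows inhibition above about 80%, whatever the replicate mean, limit read from the data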;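 further: 0% = DMSO neutral controls and 100% = 20 µM radicicol positive controls; yeast relying on Plasmodium falciparum Hsp90 in place of its own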
# Mot1-301 SUMO = blocks SUMOylation pathway, rescuing yeast Mot1-301 growth | AID 2716 | S. cerevisiae Mot1-301 growth rescue, ATP luminescence, 38.5C; percent above DMSO median, 100 means doubled | 320,000 compounds, 1% hits | growth rescue, % at 18.8 µM;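 active means every valid replicate shows activation above 250% relative to neutral control wells; inactive means the rest, any valid replicate at or below 250%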;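 further: OY570 slx delta 5 strain wells were the positive control but not used for scaling; some compounds called inactive have numbers as strong as hits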
# Tat export inh = E. coli Tat transport inhibition. E. coli MC4100 TorA-mCherry Tat export, fluorescence. AID 488895. 340,000 compounds, 0.036% hits. inhibition, % at 10 µM;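 active means mean replicate inhibition at least 50% and at least half of replicates individually reaching 50%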;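 further: exported cargo escapes ClpAP degradation while cytoplasmic cargo is degraded and loses fluorescence; 0% = median of neutral control wells and 100% = median of NaSCN control wells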
# OPRM1-OPRD1 ag = agonists of human mu-delta opioid receptor heterodimerization | P35372+P41143 | AID 504326 | activation, % at 9.3 µM | 340,000 compounds, 0.3% hits | cells, OPRM1-OPRD1 heterodimerization, luminescence; in the data active means activation above about 18%;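 further: 0% = vehicle-treated cells and 100% = reference agonist; values of inactives mirror those of a sister screen read the other way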
# phage Ecoli inh = E. coli growth loss with phage present. inhibition, % at 11.9 µM. 360,000 compounds, 0.26% hits. growth absorbance; in the data active means inhibition above about 11%
# AddAB inh = less growth of phage-infected E. coli with AddAB; AID 435030; inhibition, % at 11.9 µM; E. coli expressing H. pylori AddAB, absorbance growth; 330,000 compounds, 0.29% hits; in the data active means inhibition above about 12%;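 further: 0% = vehicle wells of infected cells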
# DSG3 Ab inh = inhibitors of pemphigus antibody binding to human desmoglein-3; P32926; DSG3-coupled beads, scFv-anti-DSG3-GFP binding, flow cytometry; hits give low values; binding (percent of control), % at 10 µM; 310,000 compounds, 0.48% hits; AID 588358;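 active means binding more than 3 SD below its plate's average and above zero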;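 further: hits lower antibody fragment binding to DSG3; some compounds called inactive have numbers as strong as hits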
# Target sequence (P32926 whole entry, looked up, the tested form may be a part): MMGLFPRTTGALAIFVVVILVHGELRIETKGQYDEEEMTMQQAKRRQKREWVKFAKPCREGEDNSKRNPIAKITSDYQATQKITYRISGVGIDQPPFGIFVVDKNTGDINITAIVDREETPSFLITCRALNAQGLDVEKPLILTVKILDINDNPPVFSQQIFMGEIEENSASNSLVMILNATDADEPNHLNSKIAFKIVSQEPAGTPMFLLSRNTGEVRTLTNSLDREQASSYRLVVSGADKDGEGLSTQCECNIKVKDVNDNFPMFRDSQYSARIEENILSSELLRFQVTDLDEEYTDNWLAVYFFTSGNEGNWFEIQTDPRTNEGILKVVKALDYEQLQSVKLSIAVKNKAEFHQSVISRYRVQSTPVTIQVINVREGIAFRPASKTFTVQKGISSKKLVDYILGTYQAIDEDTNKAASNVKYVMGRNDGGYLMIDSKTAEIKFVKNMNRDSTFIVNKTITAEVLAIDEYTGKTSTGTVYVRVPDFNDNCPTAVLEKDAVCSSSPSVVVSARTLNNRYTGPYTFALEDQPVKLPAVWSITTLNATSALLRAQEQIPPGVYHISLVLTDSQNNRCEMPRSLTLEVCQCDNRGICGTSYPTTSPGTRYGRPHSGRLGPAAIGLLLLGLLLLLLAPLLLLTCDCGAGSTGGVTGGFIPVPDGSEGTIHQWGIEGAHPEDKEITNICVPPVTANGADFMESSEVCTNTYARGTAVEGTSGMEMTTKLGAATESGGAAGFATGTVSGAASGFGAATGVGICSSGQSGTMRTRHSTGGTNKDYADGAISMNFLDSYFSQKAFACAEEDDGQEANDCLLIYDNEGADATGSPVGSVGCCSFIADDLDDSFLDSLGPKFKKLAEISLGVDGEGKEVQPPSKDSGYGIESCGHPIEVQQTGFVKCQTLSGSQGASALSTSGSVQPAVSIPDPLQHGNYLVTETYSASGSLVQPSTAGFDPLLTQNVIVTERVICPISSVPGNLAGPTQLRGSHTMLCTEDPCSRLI
# Ecoli viability = bacterial growth inhibition, counter-screen for AddAB inhibitors | E. coli V3065 growth, OD600 absorbance, 18 h | inhibition, % at 11.9 µM | 330,000 compounds, 0.27% hits;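 active means inhibition above the campaign's mean inhibition across all tested compounds plus 3 SD, cut at about 9.9% in these data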;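 further: uninfected addAB+ strain grown without phage in ampicillin broth; 0% = DMSO wells and 100% = ciprofloxacin 0.95 µg/ml wells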
# An asterisk follows results filed as active; · = no result given.
SMILES,Arrestin-AP2 inh,MOR-DOR inv ag,PKA-R1A activ,PfHsp90 set2,Mot1-301 SUMO,Tat export inh,OPRM1-OPRD1 ag,phage Ecoli inh,AddAB inh,DSG3 Ab inh,Ecoli viability
CC(=O)N/C(N)=N/c1nc2cc(C)ccc2o1,-7.9,15.0,-4.7,-18.7,16.2,1.3,-3.0,4.4,3.3,·,-1.7
COc1ccc(OC)c(/C=C/c2ccc3cccc(O)c3n2)c1,19.3,10.2,-13.7,-13.2,3.9,-7.5,-2.0,3.2,-1.9,96.7,0.9
Cc1cc(=O)oc2ccc(OCC(=O)NCc3ccco3)cc12,-4.4,8.1,-3.4,·,-9.2,-5.2,-1.6,1.0,-0.3,99.3,1.4
COc1ccc(S(=O)(=O)N2CCN(C/C=C/c3ccccc3)CC2)cc1F,18.9,-5.4,-2.6,15.8,202.9,-0.9,1.0,0.5,0.8,107.8,-1.1
CC(=O)c1ccc(OCc2cc(C(=O)N(C)C(C)c3ccon3)no2)cc1 (stereo not drawn),-5.2,5.8,0.9,20.0,1.1,5.2,-0.8,3.9,0.1,106.0,-1.4
CCc1ccccc1NC(=O)CN(C)C(=O)COC(=O)c1cccnc1Cl,-8.4,6.3,5.0,·,4.3,13.0,-1.6,3.6,1.2,98.1,-0.6
Cc1cccc(C(=O)Nc2cccc(C(=O)N/N=C/c3ccc4c(c3)OCO4)c2)c1,27.3,8.5,-1.3,-13.9,-1.5,-10.6,-1.5,-0.4,-0.5,101.5,0.9
CCOc1ccc(S(=O)(=O)N2CCN(C(=O)c3cc(C4CC4)nn3-c3ccccc3)CC2)cc1,1.8,-11.0,2.6,-35.6,·,5.1,1.7,2.9,·,98.6,·
Cc1cc(C)c[n+](C2=C([O-])c3ccccc3C(=O)/C2=N\S(=O)(=O)c2cccs2)c1,-4.6,-83.3,-2.6,-15.8,-8.8,-16.7,11.5,2.4,0.2,102.4,1.4
N#CCC(=O)Nc1ccc(C(=O)OCC(=O)N(Cc2ccccc2)C2CCS(=O)(=O)C2)cc1 (stereo not drawn),2.0,19.6,-3.8,5.7,-7.5,1.2,-4.2,1.8,-3.9,100.8,-2.6
O=S(=O)(NCc1ccccn1)c1cccc2nsnc12,0.5,11.2,-11.6,-1.8,21.2,-7.9,-2.7,1.1,1.9,·,-1.9
COc1ccc(N(C)C(=O)C2CCCN2S(=O)(=O)c2cccc3nsnc23)cc1 (stereo not drawn),5.3,8.7,-4.4,4.3,211.1,0.3,-1.7,0.6,1.2,·,-3.1
O=C(Cn1cnc2ccccc2c1=O)NCC(=O)N1CCN(Cc2ccc3c(c2)OCO3)CC1,0.1,7.2,-2.6,-8.8,-10.7,-0.1,-1.2,0.3,3.6,104.5,0.0
COc1ccc(CSc2nnnn2C)cc1[N+](=O)[O-],16.6,-3.1,-2.5,39.0,8.8,1.1,0.5,2.0,0.8,·,0.4
C=CCC[C@@H](Cc1ccc(F)cc1)C(=O)OC[C@@H]1CCCN1C(=O)[C@H](CC=C)CC(=O)N[C@H](CO)Cc1ccccc1,1.8,-15.9,-10.8,-30.2,7.1,33.1,2.8,3.7,4.4,95.1,1.3
COc1cc(NC(=O)C(C)Oc2ccccc2)c(C(=O)O)cc1OC (stereo not drawn),-0.7,3.0,-4.1,·,7.3,-4.7,-0.5,0.1,-1.1,·,-8.4
Cc1cc(CN(C)C(=O)c2cc(COc3ccc(F)cc3Cl)on2)n[nH]1,-1.9,7.7,-0.6,-2.4,-4.2,2.5,-1.5,4.7,1.0,98.2,3.9
Cc1ccc(NC(=O)NC2CCCCCCC2)cc1,11.7,1.5,-18.2,8.3,12.9,3.4,-0.3,2.1,·,102.0,·
O=C(O)CNC(=O)c1ccc(NC(=O)/C(=C/c2ccccc2)NC(=O)c2ccco2)cc1,52.4,9.1,0.7,3.5,-0.6,-2.8,-2.2,3.1,2.1,114.5,1.5
COC(CNC(=O)CN1C(=O)COc2ccc(S(=O)(=O)N3CCOCC3)cc21)OC,6.6,19.8,-11.6,-11.1,·,-5.1,-3.9,3.5,3.7,106.6,4.1
O=C1OCCN1C(=O)[C@H]1[C@H](c2ccccc2)C(c2cccc(Cl)c2)=NN1c1ccc(Br)cc1,-3.1,5.2,-10.7,-1.6,·,-6.9,-1.0,2.9,1.1,93.2,-2.5
O=C(NCCc1cccs1)C1CC(c2ccccc2[N+](=O)[O-])=NO1 (stereo not drawn),-4.7,4.9,-2.0,6.5,59.8,-6.9,-0.9,2.5,2.4,·,-2.1
Cc1cc(C(=O)Oc2cccnc2)ccc1[N+](=O)[O-],8.9,15.6,-10.1,-33.4,-0.3,-1.3,-3.2,2.0,0.9,100.5,1.1
CCOc1ccc(NS(=O)(=O)c2ccc(OC)c(NC(=O)c3ccc4c(c3)OCCO4)c2)cc1,-1.9,4.2,-0.2,·,4.8,-8.6,-0.8,0.2,-0.2,111.2,0.0
C=CCN1CCN(C(c2ccc(Cl)cc2)c2nnnn2CCc2ccc(OC)c(OC)c2)CC1 (stereo not drawn),4.1,11.0,-4.0,-4.8,-2.2,5.8,-1.9,-1.0,-0.3,109.7,-0.7
O=C(NCCN1CCOCC1)c1cc(Cl)ccc1Cl,3.4,2.0,-7.0,3.3,-11.8,-10.4,-0.4,2.4,·,104.5,·
CCOC(=O)C1CCN(C(=O)Nc2ccc3c(c2)nc(C)n3C)CC1,-0.9,13.9,-1.0,-25.8,-3.6,-10.0,-2.4,3.3,2.6,122.2,-0.1
Cc1nc(C)c(-c2csc(Nc3cccc(O)c3)n2)s1,-1.5,-0.5,-11.0,-6.1,-6.7,0.9,0.1,5.0,4.0,98.9,2.6
COc1ccc(CNC(=O)c2cc(SC)ccc2Cl)cc1OC,-1.8,3.5,-4.3,24.9,-13.3,7.8,-0.7,1.6,2.5,102.5,-1.3
O=C(Nc1cccc(S(=O)(=O)N2CCCCC2)c1)c1cnccn1,2.2,16.2,-6.4,6.2,-4.2,5.4,-3.4,1.1,2.9,100.3,-1.8

# 3 compounds from above, arranged by their value in AddAB inh, falling.
mol,AddAB inh
CCOC(=O)C1CCN(C(=O)Nc2ccc3c(c2)nc(C)n3C)CC1,2.6
COc1ccc(CNC(=O)c2cc(SC)ccc2Cl)cc1OC,2.5
C=CCN1CCN(C(c2ccc(Cl)cc2)c2nnnn2CCc2ccc(OC)c(OC)c2)CC1 (stereo not drawn),-0.3

# (cont.)
SMILES,Arrestin-AP2 inh,MOR-DOR inv ag,PKA-R1A activ,PfHsp90 set2,Mot1-301 SUMO,Tat export inh,OPRM1-OPRD1 ag,phage Ecoli inh,AddAB inh,DSG3 Ab inh,Ecoli viability
COc1ccc(NC(=O)c2cc(S(=O)(=O)N3CCCCC3)ccc2OC)cc1,-3.4,4.3,8.3,26.4,5.0,-6.1,-0.8,2.1,1.7,100.0,1.6
CC(=O)c1ccc(N2CCN(C(=O)CCc3ccccc3)CC2)cc1,20.0,19.1,-15.8,4.3,17.6,2.8,-4.0,2.1,-0.3,97.2,1.0
C=CCN(C(=O)CN1CCCCC1)c1nc(-c2ccccc2)cs1,0.2,-29.0,1.0,-20.2,1.2,-6.5,4.5,2.1,2.1,·,2.1
CC(C)Oc1ccc(C(=O)Nc2nnc(C3=COCCO3)o2)cc1,3.7,13.2,3.1,-19.0,-3.4,-5.4,-2.7,-3.2,3.5,101.8,-7.2
COc1cc(OC)cc(C(=O)NCC2CCCN(Cc3cccc(C(C)=O)c3)C2)c1 (stereo not drawn),-3.5,-2.0,5.5,-22.5,18.5,-1.9,0.4,3.7,1.8,107.5,-1.7
C/C(=N\NC(=O)c1cccc(O)c1)c1ccc(NC(=O)Cc2ccccc2)cc1,-12.1,12.0,-10.5,-0.7,0.6,3.5,-2.3,4.3,-1.4,103.0,-1.9
CCn1cc(C(=O)NCc2ccccc2OC)c(=O)c2cc(S(=O)(=O)N(C)C)ccc21,16.4,8.7,-0.9,-90.2,-5.1,4.8,-1.7,1.8,0.6,108.2,-4.7
Nc1c(C(=O)Nc2ccccc2)sc2nc(-c3ccco3)ccc12,13.8,0.4,-5.7,·,58.0,2.0,-0.1,-3.1,-2.3,·,-2.4
O=C(NC(=S)Nc1ccc(N2CCCCC2)c(Cl)c1)c1ccc2c(c1)OCCO2,7.0,-8.4,-5.4,-5.5,-0.5,-8.1,1.4,2.0,2.5,·,-1.9
CCOC(=O)c1ccc(Oc2cc(C)nc(SC)n2)cc1,33.0,-2.6,-5.6,3.5,-15.3,2.6,0.5,1.3,0.9,99.5,-1.7
CCOC(=O)/C(=C\c1ccc(N2CCC(c3ccccc3)=N2)cc1)C(C)=O,24.7,-1.6,-0.3,·,·,16.6,0.3,-0.2,·,144.2,·
Cc1ccc(S(=O)(=O)Nc2cccc(C(=O)N3CCC(C(N)=O)CC3)c2)cc1,17.6,16.7,-9.1,12.1,·,12.2,-4.5,6.0,-0.9,101.2,-1.5
CC(=O)n1nc(-c2ccccc2)cc1-c1ccccc1,-0.3,-47.8,-1.4,0.5,26.7,7.0,9.7,1.5,1.6,·,-0.2
Cc1[nH]c(=O)[nH]c(=O)c1S(=O)(=O)N1CCC(C(=O)N2CCN(Cc3ccccc3)CC2)CC1,-7.7,-0.1,4.5,6.9,162.8,-4.4,0.0,·,4.7,102.0,-1.2
C=CCN=c1sc(C(=O)OC)cc(=O)n1CC=C,-6.7,15.1,5.2,-8.5,-14.6,3.1,-2.9,2.2,1.4,100.4,2.8
c1ccc(COc2ccc(OCCN3CCCCC3)cc2)cc1,7.1,2.0,-9.8,7.8,445.5*,0.5,-0.4,5.3,3.2,123.9,1.3
CCN(CC)C(=O)c1csc(Nc2ccc(C)cc2)n1,0.4,0.3,-3.2,·,1.6,-1.1,-0.1,3.8,-0.8,97.4,-0.5
Cc1ccc(NC(=O)CCc2c(C)nc3ncnn3c2C)nc1,7.1,18.2,-9.5,12.1,17.3,-4.3,-3.5,2.0,1.4,·,-2.2
O=C(CNC(=S)N(Cc1ccccc1Cl)C1CCCC1)NCCCN1CCOCC1,-5.9,9.1,-9.5,7.5,-19.6,6.7,-1.9,2.8,5.7,92.8,-2.3
O=C(c1ccc(Cl)c([N+](=O)[O-])c1)N(Cc1ccc(Cl)cc1)C1CCS(=O)(=O)C1 (stereo not drawn),-5.8,-12.6,-5.5,-7.9,-11.5,-6.4,2.1,2.0,6.5,97.7,2.1
Cc1nc2ccc(C(=O)N3CCCC(CO)(Cc4ccc(F)cc4F)C3)cc2nc1C (stereo not drawn),5.4,-2.1,1.9,14.9,-20.4,-1.3,0.4,0.6,0.8,114.9,-1.3
CCN(CC)S(=O)(=O)c1ccc(OC)c(NC(=O)Cc2cccs2)c1,-19.7,0.3,3.5,22.4,3.8,-3.0,-0.1,1.4,1.4,100.0,-1.1

# No enrichment for hits; any-hit rate near 2.8%.
